Fh CTSL1 inh: cathepsin L1 inhibition, PFM18AAP counter-screen. recombinant F. hepatica cathepsin L1, Z-Leu-Arg-MCA fluorescence. inhibition, % at 5.96 µM. actives 0.49% (n = 300,000). AID 1906;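 active = inhibition above the mean of all tested compounds plus 3 SD, set per screening campaign, cut at about 17% in these data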;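 also: 0% = plate median of test compound wells and 100% = 1 µM Z-Phe-Ala-diazomethylketone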
JMJD2C inh: blocks human GASC-1 demethylase activity. GST-JMJD2C(1-420) H3K9me3 demethylation, DELFIA europium. inhibition, % at 2.35 µM. actives 0.069% (n = 330,000). AID 2099. Q9H3R0;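 active = more than half of a compound's replicate wells show inhibition beyond 50%, single wells judged on their own value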;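 also: signal counts dimethyl H3K9 product captured on neutravidin plate; 0% = median of DMSO wells and 100% = 0.3 times that DMSO median; strong numbers were not always called active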
TPT1 inhibitor: C. albicans TPT1 enzyme inhibition; recombinant caTPT1, FP RNA substrate dephosphorylation; inhibition, % at 5 µM; actives 0.81% (n = 300,000);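 active = inhibition above the mean of all tested compounds plus 3 SD, set per screening campaign, cut at about 24% in these data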;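 also: plate controls were DMSO alone for no effect and ferristatin control at 100 nM for full effect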
procasp7 counter: activates human procaspase-7, counter-screen for procaspase-3 activators | activation, % at 8.5 µM | AID 463210 | actives 0.093% (n = 330,000) | recombinant procaspase-7, Ac-DEVD-pNA absorbance 405 nm; D23A/D198A/D206A triple mutant, cannot self-cleave; scale: DMSO 0, 5 µM enzyme 100 | P55210;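 active = percent activation above the screen-wide mean plus 3 SD, cut at about 25% in these data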
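Assay system: Uncleavable procaspase-7 mutant enzyme / Input: 2 µM procaspase-7 mutant as dispensed / Dosing: single nominal 8.5 µM compound dose, 0.8% DMSO final / Timing: 1 h enzyme–compound preincubation and 2 h substrate reaction, both 25 °C / Detection: p-Nitroaniline absorbance at 405 nm, read at 0 and 120 min / Replication: singlicate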
PP5 inh: PP5 (human) phosphatase inhibition | P53041 | purified PP5c, OMFP substrate fluorescence | inhibition, % at 6.7 µM | actives 0.18% (n = 320,000);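 active = inhibition above the campaign's mean inhibition across all tested compounds plus 3 SD, cut at about 9.5% in these data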;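 also: 0% = DMSO only and 100% = 100 µM cantharidin control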
Target sequence (P53041 whole entry, looked up): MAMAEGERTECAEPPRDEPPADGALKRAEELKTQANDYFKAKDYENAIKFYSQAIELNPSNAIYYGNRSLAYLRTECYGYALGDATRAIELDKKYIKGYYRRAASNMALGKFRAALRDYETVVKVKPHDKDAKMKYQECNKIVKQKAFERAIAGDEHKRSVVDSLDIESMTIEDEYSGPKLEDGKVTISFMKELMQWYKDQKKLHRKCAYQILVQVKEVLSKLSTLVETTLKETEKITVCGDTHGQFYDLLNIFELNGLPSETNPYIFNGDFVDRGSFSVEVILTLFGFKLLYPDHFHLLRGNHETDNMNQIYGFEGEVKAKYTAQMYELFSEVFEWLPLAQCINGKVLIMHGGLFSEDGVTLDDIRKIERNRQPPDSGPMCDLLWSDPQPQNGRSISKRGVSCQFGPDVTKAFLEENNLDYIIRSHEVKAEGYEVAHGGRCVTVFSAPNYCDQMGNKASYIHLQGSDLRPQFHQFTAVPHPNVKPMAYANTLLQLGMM
procasp3 activ: activates human procaspase-3. P42574. recombinant procaspase-3 D3A, Ac-DEVD-pNA absorbance 405 nm. actives 0.11% (n = 330,000). activation, % at 8.5 µM;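 active = activation above the mean of all tested compounds plus 3 SD, cut at about 21% in these data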;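 also: 0% = DMSO alone and 100% = DMSO wells spiked with extra 5 µM PC-3 D3A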
Target sequence (P42574 whole entry D9A/D28A/D175A): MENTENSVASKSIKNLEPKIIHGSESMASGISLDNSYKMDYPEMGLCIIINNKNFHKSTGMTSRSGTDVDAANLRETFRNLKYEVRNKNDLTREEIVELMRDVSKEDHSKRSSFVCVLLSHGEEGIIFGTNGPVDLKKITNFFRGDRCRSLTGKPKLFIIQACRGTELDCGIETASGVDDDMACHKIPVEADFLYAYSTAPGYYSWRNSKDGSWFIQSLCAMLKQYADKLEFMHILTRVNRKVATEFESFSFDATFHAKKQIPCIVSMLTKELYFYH
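assay system = Procaspase-3 D3A mutant | signal = absorbance at 405 nm, 0 and 120 min | times = 1 h preincubation plus 2 h reaction at 25 °C | repeats = single replicate | read-out = % activation between DMSO and enzyme-spiked controls | medium = Zinc-free HEPES saline buffer with Triton X-100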
PP1 inh: PP1-alpha (human) inhibition in PP5 counter-screen; purified PP1alpha, OMFP fluorescence; actives 0.9% (n = 320,000); inhibition, % at 6.7 µM; AID 2235;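 active = inhibition above the mean inhibition of all tested compounds plus 3 SD, computed separately for each screening campaign, cut at about 15% in these data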
Target sequence (P62136 whole entry, looked up): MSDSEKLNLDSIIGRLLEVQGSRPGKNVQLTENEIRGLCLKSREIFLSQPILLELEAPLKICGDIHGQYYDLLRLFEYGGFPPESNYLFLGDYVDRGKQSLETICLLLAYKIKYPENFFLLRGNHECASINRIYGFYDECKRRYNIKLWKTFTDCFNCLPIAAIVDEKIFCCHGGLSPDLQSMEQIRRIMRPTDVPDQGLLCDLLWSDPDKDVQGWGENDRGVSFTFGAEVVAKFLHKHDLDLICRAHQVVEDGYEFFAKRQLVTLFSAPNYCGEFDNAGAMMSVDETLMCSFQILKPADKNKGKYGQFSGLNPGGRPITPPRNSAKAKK
core dimer inh: blocks dimerization of HCV core protein; TR-FRET GST/Flag-core106 dimerization, 1536-well; inhibition, % at 5 µM; actives 0.33% (n = 300,000); AID 1899;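 active = inhibition above the mean of all tested compounds plus 3 SD, set per screening campaign, cut at about 45% in these data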
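Assay system: GST-tagged and Flag-tagged HCV core protein residues 1-106 / Times: compound-protein-antibody incubation 4 h at 22.5 °C / Signal: time-resolved FRET, ex 340 nm, em 617 and 671 nm / Evaluation: % inhibition based on acceptor/donor emission ratio / Benchmarks: wells lacking GST-core106 and wells with excess unlabelled core106 / Repeats: singlicate, one well per compound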
Efflux pump mplx: blocks antifungal efflux pumps in multiplex yeast assay. inhibition, % at 10 µM. S. cerevisiae Candida pump triplex, Nile Red efflux. actives 0.44% (n = 330,000). AID 485275;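 active = plate passing quality check with inhibition over a set limit, or well fluorescence over plate mean plus 4 SD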;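 also: Nile Red retained in pooled yeast measured as flow cytometry median fluorescence; 0% = buffer negative control and 100% = Enniatin B positive control; higher means more Nile Red kept so more efflux inhibition; some compounds called inactive have numbers as strong as hits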
Active calls of the source: *; . = not tested or not shown.

SMILES | Fh CTSL1 inh | JMJD2C inh | TPT1 inhibitor | procasp7 counter | PP5 inh | procasp3 activ | PP1 inh | core dimer inh | Efflux pump mplx
O=C(c1ccc(F)cc1F)N1CCN(c2ccccn2)CC1 | -2.3 | 3.2 | -0.1 | -3.1 | -0.2 | -4.7 | 0.8 | -4.6 | 0.3
COc1cc(C(O)c2nc3ccccc3n2C)cc(OC)c1OC (stereo not given) | -2.1 | . | 2.9 | 11.7 | 4.9 | -10.6 | 10.2 | -5.5 | -0.1
CC(OC(=O)CCC(=O)c1ccc(Cl)s1)C(=O)NC1(C#N)CCCCC1 (stereo not given) | . | -3.7 | . | -11.9 | 0.2 | 7.5 | -0.5 | . | 0.0
O=C1CN(C(=O)CNCc2cccc(Cl)c2)c2ccccc2N1 | -1.2 | 2.8 | 2.9 | 6.7 | -2.5 | 2.9 | -0.7 | 0.2 | 0.0
COC(=O)c1c(-c2ccc(F)cc2)csc1NC(=O)C1CCCO1 (stereo not given) | 0.4 | -9.9 | 1.7 | 0.4 | 4.8 | -3.5 | -4.2 | -0.3 | 0.3
CCc1nc(SCc2ccccn2)[nH]c(=O)c1C | 1.4 | -7.5 | 2.2 | -1.1 | 2.3 | -0.3 | -5.3 | 2.3 | -0.1
FC(F)(F)c1cccc(CNC2c3ccccc3-c3ccccc32)c1 | -0.2 | -21.2 | 0.7 | 9.4 | 2.8 | 5.9 | 0.2 | -11.2 | 0.3
COc1ccc(OCCC(=O)N2CCCCC2)cc1 | -0.8 | -4.5 | -7.9 | 8.1 | 2.1 | 1.9 | -0.2 | 0.2 | 0.0
Cn1cccc1Cc1nnc(SCC(=O)N2CCc3ccccc32)n1-c1ccc(F)cc1 | 3.2 | 3.0 | -4.2 | -10.3 | 1.2 | -13.8 | 3.2 | 2.7 | 0.0
CNS(=O)(=O)c1cc(NC(=O)c2cncn2-c2ccccc2)ccc1C | -1.2 | -7.1 | -3.8 | -3.6 | 2.9 | -6.2 | 0.8 | -15.9 | -0.1
O=C(c1ccccc1F)N1CCN(c2ccc([N+](=O)[O-])c(NCC3CCCO3)c2)CC1 (stereo not given) | 4.2 | -9.5 | -1.0 | 0.1 | 1.7 | -4.2 | 0.3 | 1.9 | 0.1
COc1ccc(Cc2nc3ccc(C(=O)N4CCCC4)cc3o2)cc1OC | -0.4 | 13.7 | 3.1 | 8.1 | 1.1 | -1.8 | -1.4 | 1.4 | 0.1
Cc1ccc(N(CC(=O)NCc2ccco2)C(=O)CCC(=O)Nc2nccs2)cc1 | -5.3 | 0.7 | -1.1 | 2.2 | -3.5 | 0.7 | -2.2 | 1.0 | 0.0
Cc1cnc(Nc2nc3ccccc3o2)nc1C(=O)Nc1cccc(C(F)(F)F)c1 | -2.1 | -6.2 | -0.9 | 1.0 | 5.0 | -4.3 | -4.5 | -6.7 | 0.1
N#C/C(=C/c1ccc(OCc2ccc(C(=O)O)cc2)cc1)C(=O)Nc1ccccc1 | 0.0 | -3.6 | -3.7 | -9.2 | 1.9 | -8.2 | 1.9 | 0.1 | -0.2
O=C(COC(=O)c1ccccc1O)Nc1ncc(Cl)cc1Cl | -3.9 | 14.7 | -1.9 | 7.2 | -2.3 | -0.4 | -1.8 | 5.8 | 0.0
O=c1[nH]c2cc3c(cc2cc1C(c1nnnn1CC1CCCO1)N1CCCCCC1)OCCO3 (stereo not given) | 1.6 | -1.6 | 2.7 | -6.8 | 3.6 | -1.0 | 2.8 | 1.4 | 0.1
Cc1cccc(C)c1NC(=S)NNc1ncc(C(F)(F)F)cc1Cl | 1.0 | 12.3 | 3.6 | 1.9 | 3.8 | -6.4 | 3.5 | 0.4 | 0.2
Cc1ccnc(NC(=O)CCCc2c[nH]c3ccccc23)c1 | -0.9 | -0.3 | -0.6 | 0.4 | 0.4 | -8.0 | 4.4 | -2.3 | 0.1
COc1ccc(-c2noc(CCC(=O)NC3CCCCC3)n2)cc1OC | -0.7 | -9.7 | -3.1 | 5.2 | 2.4 | -2.5 | -1.6 | -2.7 | 0.5
Cc1ccc(OCc2nc(-c3cccs3)no2)c([N+](=O)[O-])c1 | 0.4 | -1.4 | -1.8 | 3.7 | -1.2 | 5.0 | 5.5 | -1.2 | 0.0
CC(C)CCNC(=O)Cn1cc2c(n1)CCCCC2 | -0.8 | 0.9 | -1.6 | 1.0 | 0.2 | -6.4 | -0.3 | -2.4 | -0.2
COc1ccc(CCC(=O)NCCS(=O)(=O)N2CCN(c3ccccc3)CC2)cc1 | -1.2 | -6.8 | 1.6 | -3.9 | -0.8 | -0.7 | -2.6 | -0.5 | 0.1
Cc1ccccc1C(=O)N1CCC(C(=O)Nc2ccc(C)c(S(=O)(=O)N3CCCCC3)c2)CC1 | . | 2.7 | . | 1.6 | 2.5 | -4.0 | 3.6 | . | 0.3
COc1ccc(S(=O)(=O)N2CCCC(C(=O)NC3CC3)C2)cc1Cl (stereo not given) | 2.6 | -22.5 | -3.3 | 4.6 | -1.7 | 0.6 | -3.9 | -1.9 | -0.1
C=CCOc1c(Br)cc(CNn2c(C)n[nH]c2=S)cc1OCC | 2.8 | -7.4 | -1.4 | -10.8 | 1.5 | -12.1 | -2.6 | -7.8 | -0.2
Cc1ccc(C)c(C(=O)CSc2nnnn2C(C)C)c1 | -0.1 | 7.6 | 4.7 | 0.9 | -0.4 | 4.1 | -2.9 | 1.2 | 0.1
Cc1ccc(NC(=O)NC(=O)c2cnccc2C(F)(F)F)c(C)c1 | -1.5 | -0.8 | -4.7 | 2.2 | -0.4 | -8.8 | 0.1 | -0.9 | 0.1
CC(=O)Nc1cccc(C(=O)OCC(=O)Nc2c(C)nn(-c3ccccc3)c2C)c1 | -4.9 | 1.7 | 1.3 | 7.5 | -1.3 | 2.8 | -4.0 | 1.8 | 0.0
Cc1cccc(N2C(=O)C(Cl)=C(N3CCOCC3)C2=O)c1 | 27.7* | 3.3 | 3.3 | -38.3 | 2.9 | -27.4 | 6.5 | -1.9 | 0.1
Cc1ccc2[nH]c(=O)c(C(c3nnnn3C(C)(C)C)N3CCN(C(=O)c4ccco4)CC3)cc2c1 (stereo not given) | -2.1 | 65.0 | 1.0 | -1.6 | 0.3 | 2.1 | -0.2 | 2.0 | -0.5
CS(=O)(=O)N(CCc1ccccc1)CC(=O)N1CCN(c2ccccc2)CC1 | 3.5 | 5.7 | -3.4 | -3.7 | 0.9 | 1.4 | -1.2 | -1.5 | 0.0
CCOC(=O)C1=C(C)NC(=O)/C1=C\N(C)C | 3.1 | -8.8 | -24.2 | -5.4 | 1.1 | -1.9 | -0.4 | -11.9 | -0.1
COC(=O)c1sccc1N/N=C/c1cccc(Oc2ccccc2)c1 | 0.1 | 15.2 | -2.8 | 8.9 | 3.8 | -4.1 | -0.5 | -4.3 | 0.3
O=C(Cn1cnc2ccccc2c1=O)NC1CCCc2ccccc21 (stereo not given) | -0.5 | 20.6 | 4.8 | 5.1 | -0.6 | 6.3 | 1.0 | 4.9 | -0.1
CCOC(=O)c1c(-c2ccccc2)csc1NC(=O)C1CCCO1 (stereo not given) | -2.1 | 7.9 | 2.5 | -28.6 | 4.4 | -20.5 | -8.1 | 3.4 | 0.1
COc1ccc(-c2cc(C)no2)cc1S(=O)(=O)NCC1CCN(Cc2cc(C)ccc2C)CC1 | -2.8 | -3.5 | 2.7 | 16.0 | -0.6 | 8.1 | 2.5 | -0.9 | 0.0
O=C(COC(=O)Cc1ccccc1[N+](=O)[O-])NCc1ccc(F)cc1 | -8.7 | 2.0 | 2.2 | 5.9 | 1.2 | -4.8 | 0.6 | 10.6 | -0.1
NS(=O)(=O)c1ccc(CNS(=O)(=O)c2cc(C(=O)O)ccc2Cl)cc1 | 1.2 | -1.5 | 0.8 | 8.8 | -0.6 | 2.5 | -4.1 | -2.3 | 0.0
COc1cccc(N(CC(=O)Nc2ccccc2C)S(C)(=O)=O)c1 | 2.3 | 1.3 | 2.2 | 2.5 | 0.6 | -0.3 | -1.6 | -9.4 | 0.0

Ordered by formula weight (rising): 3 of the compounds above
SMILES | Fh CTSL1 inh | JMJD2C inh | TPT1 inhibitor | procasp7 counter | PP5 inh | procasp3 activ | PP1 inh | core dimer inh | Efflux pump mplx
CCOC(=O)c1c(-c2ccccc2)csc1NC(=O)C1CCCO1 (stereo not given) | -2.1 | 7.9 | 2.5 | -28.6 | 4.4 | -20.5 | -8.1 | 3.4 | 0.1
COc1cccc(N(CC(=O)Nc2ccccc2C)S(C)(=O)=O)c1 | 2.3 | 1.3 | 2.2 | 2.5 | 0.6 | -0.3 | -1.6 | -9.4 | 0.0
COC(=O)c1sccc1N/N=C/c1cccc(Oc2ccccc2)c1 | 0.1 | 15.2 | -2.8 | 8.9 | 3.8 | -4.1 | -0.5 | -4.3 | 0.3

Other records.
SMILES | Fh CTSL1 inh | JMJD2C inh | TPT1 inhibitor | procasp7 counter | PP5 inh | procasp3 activ | PP1 inh | core dimer inh | Efflux pump mplx
CS(=O)(=O)Nc1cccc(C2=NN(C(=O)CCC(=O)O)C(c3cccs3)C2)c1 (stereo not given) | 0.3 | 23.2 | -0.7 | 2.1 | 2.0 | 2.1 | -2.0 | -1.3 | -0.1
O=S(=O)(NC1=NCCCCC1)c1ccc2ccccc2c1 | -0.6 | 4.2 | 0.6 | 10.7 | 1.9 | 2.8 | 0.3 | 2.6 | -0.1
O=C(Nc1ccccc1C(=O)N/N=C/c1ccccc1)c1ccco1 | 1.1 | 6.1 | 1.8 | 0.9 | 0.5 | 0.9 | 1.5 | -6.0 | 0.0
Cc1ccc(S(=O)(=O)Nc2ccc(C(=O)NCCCn3ccnc3)cc2)cc1[N+](=O)[O-] | . | -10.8 | . | 5.5 | 0.8 | 8.6 | -1.6 | . | -0.1
Cc1cc(NCCCN(C)C)n2nc(-c3cccs3)cc2n1 | 1.4 | -0.6 | -1.9 | 13.6 | -1.9 | 0.5 | 0.9 | -4.1 | 0.0
Cc1ccc2c(c1)N(C(=O)CCC(=O)N1CCc3ccccc3C1)CCO2 | -1.1 | -7.3 | -0.6 | 5.5 | 3.9 | 0.6 | 0.3 | 4.2 | 0.2
O=S1(=O)CCC(N2CCOCC2)C1 (stereo not given) | 1.9 | -9.8 | 1.5 | 10.7 | 0.9 | -3.6 | -0.9 | 5.0 | 0.1
c1ccc(CCNCCOc2ccccc2)cc1 | -2.7 | 2.3 | 0.7 | -1.0 | 2.2 | 3.3 | -6.9 | 9.1 | -0.1
O=C1CC(c2ccccc2)CC(O)=C1C=NCCN1CCN(C(=O)Nc2ccccc2)CC1 (stereo not given) | 2.4 | -40.5 | 1.7 | 3.7 | 2.2 | -1.6 | -5.9 | 3.9 | 0.0
Cn1nc([N+](=O)[O-])nc1Sc1cccc2cccnc12 | 4.0 | -7.5 | -1.7 | 15.9 | -0.4 | 0.7 | -2.5 | 4.2 | -0.1
Cc1nn(CC(=O)NCC2CCCO2)c(=O)c2ccccc12 (stereo not given) | 3.9 | -1.7 | -3.1 | -1.2 | -3.8 | 0.2 | -3.4 | -5.1 | -0.1
